KCNQ2 inh – KCNQ2 potassium channel inhibitors, primary screen, cell-based, CHO-K1, FluxOR thallium flux, B-score (AID 2156). 20 min; active compounds read low. 310,000 tested, 1.1% active. Potassium voltage-gated channel subfamily KQT member 2 (Rattus norvegicus), O88943. B-score at 10 µM;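 active = fluorescence ratio B-score at most minus 3 library SDs, with starting brightness B-score within 2 library SDs, cut at about -5.5 in these data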
CHT block – inhibitors of human choline transporter CHT. High affinity choline transporter 1 (Homo sapiens), Q9GZV3. CHT-expressing cells, membrane potential dye, choline response; active compounds read low. B-score at 10 µM. 310,000 tested, 0.86% active. AID 488975, 2010;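 active = B-score over 3 SD under the library average, and starting fluorescence ratio not unusually high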;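 note: choline stimulus applied at its EC90 after an EC20 pre-addition; B-score computed on integrated fluorescence ratio after choline addition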
Target sequence (Q9GZV3 whole entry, looked up): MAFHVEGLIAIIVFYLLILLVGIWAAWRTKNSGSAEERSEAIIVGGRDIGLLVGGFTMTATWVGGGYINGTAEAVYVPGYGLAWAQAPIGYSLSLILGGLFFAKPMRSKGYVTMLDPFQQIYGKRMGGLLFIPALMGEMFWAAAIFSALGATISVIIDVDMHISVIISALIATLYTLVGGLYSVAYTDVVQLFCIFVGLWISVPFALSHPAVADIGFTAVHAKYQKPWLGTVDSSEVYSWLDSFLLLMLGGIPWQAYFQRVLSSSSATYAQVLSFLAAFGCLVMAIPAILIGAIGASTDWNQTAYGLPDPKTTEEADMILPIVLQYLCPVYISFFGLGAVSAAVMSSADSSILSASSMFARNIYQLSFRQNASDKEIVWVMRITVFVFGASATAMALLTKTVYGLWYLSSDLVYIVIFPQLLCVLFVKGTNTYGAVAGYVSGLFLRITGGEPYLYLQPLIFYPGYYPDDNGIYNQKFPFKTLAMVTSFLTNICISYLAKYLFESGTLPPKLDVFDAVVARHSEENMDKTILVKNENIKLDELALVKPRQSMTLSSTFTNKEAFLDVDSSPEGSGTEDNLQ
The depositor's hits bear a star; i = inactive; . = no result given.

Order of values – KCNQ2 inh | CHT block
1	COc1ccc(N2CCN(C(=O)CCc3ccccc3)CC2)cc1
    i | i
2	Fc1ccc2c(c1)[C@H]1OCC[C@H]1[C@@H](c1ccco1)N2
    i | i
3	Cc1ccc(NC(=O)COc2nc(C)cs2)cc1
    i | i
4	O=C(Nc1cccn(Cc2ccccc2Cl)c1=O)NC1CCCCC1
    i | i
5	Cn1cc(S(=O)(=O)CC(=O)N2CCc3ccccc32)c2ccccc21
    i | i
6	CC1=C(C(=O)OC2CCCCC2)C(c2cccc([N+](=O)[O-])c2)NC(=O)N1 (stereo not given)
    i | i
7	O=C(Cn1nc(Cl)nc1Cl)c1ccc(F)cc1
    i | i
8	O=C(CCCC(=O)N(CC(=O)NC1CCCCC1)Cc1ccc2c(c1)OCO2)Nc1ccccn1
    i | i
9	O=C(NCC(=O)N(c1cccnc1)C(C(=O)NCc1ccco1)c1ccccc1)c1ccco1 (stereo not given)
    i | i
10	O=C(COC(=O)[C@@H]1CC(O)CN1S(=O)(=O)c1ccc([N+](=O)[O-])cc1)NC12CC3CC(CC(C3)C1)C2 (stereo not given in full)
    i | i
11	O=C(O)C1CSC(c2ccc3c(c2)OCO3)N1 (stereo not given)
    i | i
12	O=C(C1CCN(C2CCN(C/C(Cl)=C/c3ccccc3)CC2)CC1)N1CCOCC1
    i | i
13	NC(=O)c1ccc(C(F)(F)F)cn1
    i | i
14	O=C1CCC(=O)N1CC(=O)N1c2ccccc2Sc2ccccc21
    i | i
15	Cc1cccc(C)c1NC(=S)NC(C)(C)CO
    i | i
16	CC(=O)c1ccc(NC(=O)C2CCCN2S(=O)(=O)c2cccc3cccnc23)cc1 (stereo not given)
    i | i
17	Cc1nn(-c2ccccc2)c(C)c1/C=N/n1c(-c2ccncc2)n[nH]c1=S
    i | i
18	CC1Cc2ccccc2N1CC(=O)NC(=O)NCc1ccccc1 (stereo not given)
    i | i
19	CC(=O)c1ccc(NC(=O)COC(=O)c2nc(Cl)ccc2Cl)cc1
    i | i
20	Cc1ccccc1C(=O)NC1CCN(C(=O)Nc2ccc(F)cc2)CC1
    i | i
21	O=[N+]([O-])c1ccccc1-c1ccc(/C=N/n2cnnc2)o1
    i | i
22	Cc1cc(Cl)ccc1OCC(=O)N/N=C1\CC2C=CCC12 (stereo not given)
    i | i
23	CC(=O)c1ccc(OCC(O)CN2CCN(S(=O)(=O)c3c(C)cc(C)cc3C)CC2)cc1 (stereo not given)
    i | i
24	CN(C)CCNCc1ccccc1OC1CCCC1
    i | i
25	O=C(O)c1cccc(NC(=S)NC(=O)c2cncc(Br)c2)c1
    i | i
26	COc1ccc(Cc2nc3ccc(C(=O)N4CCN(C)C(C)C4)cc3o2)cc1OC (stereo not given)
    i | i
27	CC12CCC(C(=O)N(NC(=O)c3ccc(O)cc3)C1=O)C2(C)C (stereo not given)
    i | i
28	Cc1nc2scc(-c3ccccc3)c2c(=O)o1
    i | i
29	O=C(CNC(=S)N(Cc1ccccc1)Cc1ccccc1F)NCCc1ccc(Cl)cc1
    i | i
30	O=C(CCSCCc1ccccn1)Nc1cccc([N+](=O)[O-])c1
    i | i
31	COC(=O)C(Cc1ccc(O)cc1)NC(=O)C1CCN(S(=O)(=O)c2ccc(C)cc2)CC1 (stereo not given)
    i | i
32	COc1cccc(/C=N/NC(=O)c2cnccn2)c1
    i | i
33	CC(=O)Nc1nc(NC(=O)C(Cl)(Cl)Cl)n(-c2ccccc2)n1
    i | i
34	O=c1c(C(c2ccccc2)c2c(O)nc3n(c2=O)CCS3)c(O)nc2n1CCS2
    i | i
35	CCNc1nc(SCCOc2ccc(Cl)cc2Cl)nc(N(C)C)n1
    i | .
36	CCN(CC)CCCNC(=O)CN1C(=O)CSc2ccc(S(=O)(=O)N3CCOCC3)cc21
    i | i
37	CN(Cc1ccco1)C(=O)c1ccc(CNS(=O)(=O)c2ccc3c(c2)C(C)(C)C(=O)N3C)cc1
    i | i
38	Cc1cnc(C(=O)OCC(=O)N2CCc3ccccc3C2)cn1
    i | i
39	Clc1ccccc1-c1nc2nc3ccccc3nc2n1-c1ccc2c(c1)OCO2
    i | i
40	COc1ccc(C2CCCN2C(=S)Nc2ccccc2C)cc1OC (stereo not given)
    i | i
41	O=C(c1cccc(C(F)(F)F)c1)N(c1ccccn1)C1CCCCC1
    i | i
42	Nc1nonc1-n1nnc(C(=O)O)c1-c1cccs1
    i | i
43	COc1ccc2nc(SCC(=O)NC3CCCCC3)[nH]c2c1
    i | i
44	CCOCCCNC(=O)CSCc1nc(-c2ccc(SC)cc2)oc1C
    i | i
45	COc1ccc(CCNC(=O)C2CCCN(C(=O)c3ccc(Cl)cc3)C2)cc1 (stereo not given)
    i | i

In the list so far, 3 contain an aryl thioether with sulfur outside any ring.
Order of values – KCNQ2 inh | CHT block
35	CCNc1nc(SCCOc2ccc(Cl)cc2Cl)nc(N(C)C)n1
    i | .
43	COc1ccc2nc(SCC(=O)NC3CCCCC3)[nH]c2c1
    i | i
44	CCOCCCNC(=O)CSCc1nc(-c2ccc(SC)cc2)oc1C
    i | i

Going on with the list.
Order of values – KCNQ2 inh | CHT block
46	COc1ccc(N2C(=O)CC(N(CCc3ccc(S(N)(=O)=O)cc3)C(=S)Nc3ccccc3)C2=O)cc1 (stereo not given)
    i | i
47	CC(C)(C)NC(=O)CN(C(=O)CNC(=O)c1cccs1)c1ccc2c(c1)OCCO2
    i | i
48	O=S(=O)(O)c1nc2ccccc2n1Cc1ccc(Cl)cc1Cl
    i | i
49	CCOc1ccc(N/C(N)=N/c2nc(C)cc(C)n2)cc1
    i | i
50	O=C(Nc1ncc(Cc2cc(Cl)ccc2Cl)s1)c1ccc([N+](=O)[O-])cc1
    i | i
51	CN(C)S(=O)(=O)N(Cc1ccc(Br)cc1)c1ccccc1
    i | i
52	O=C(NCc1ccccn1)c1cc(-c2ccc(Br)cc2)nc2ccccc12
    i | i
53	CCOC(=O)CNC(=O)CNC(=O)Cn1ccc2ccccc2c1=O
    i | i
54	Cc1cc(N(C)NC(=S)Nc2ccccc2)nc(C)n1
    i | i
55	O=S(=O)(/C=C/c1ccccc1)Nc1cccc(S(=O)(=O)NC2=NCCC2)c1
    i | i
56	O=C(CN1CCN(S(=O)(=O)N2CCCCCC2)CC1)Nc1cc(Cl)ccc1Cl
    i | i
57	COc1nccnc1NS(=O)(=O)c1ccc(NC(=S)NC(=O)c2ccc(F)cc2)cc1
    i | i
58	COc1ccc(CN2CCN(C(C)C(=O)NC(C)c3ccc(F)cc3)CC2)cc1F (stereo not given)
    i | i
59	Cc1ccc(Nc2nc3ccccc3nc2Nc2c(C)n(C)n(-c3ccccc3)c2=O)cc1
    i | i
60	Cc1ccc(NC(=O)CCc2nc3ccccc3[nH]2)cc1C
    i | i
61	O=C(CSc1ccc2ccccc2n1)NCc1ccc2c(c1)OCO2
    i | i
62	Cc1cc(C)c(-n2c(SCC(=O)N3CCOCC3)n[nH]c2=O)c(C)c1
    i | i
63	C/C(Cn1cnc([N+](=O)[O-])n1)=N\NC(=O)c1ccc(F)cc1
    i | i
64	O=C(NCc1ccc(-c2csnn2)cc1)c1cccs1
    i | i
65	Cc1cc(C)n(-c2ccc(NC(=O)C3CCCCN3C(=O)c3occc3C)cc2)n1 (stereo not given)
    i | i
66	COc1cccc(-c2csc(N3CCN(C(=S)Nc4ccc(Cl)cc4)CC3)n2)c1
    i | i
67	CN(C(=O)COC(=O)CNC(=O)CNC(=O)c1ccc(Cl)cc1Cl)c1ccccc1
    i | i
68	CCc1cc2c(=O)oc(-c3ccc(Br)cc3)nc2s1
    i | .
69	O=C(C1CCN(Cc2ccc(Cl)cc2)CC1)N1CCN(C(c2ccccc2)c2ccccc2)CC1
    i | i
70	Cc1cc(Br)c2[nH]c3c(c2c1)CCCC3=O
    i | i
71	O=S(=O)(c1ccc2ccccc2c1)N1CCN(S(=O)(=O)N2CCCCC2)CC1
    i | i
72	COc1ccc(OCc2nn3c(-c4cccc(OC)c4)nnc3s2)cc1
    i | i
73	CC1CCN(S(=O)(=O)c2ccc3c(c2)CCN3C(=O)C2CCC2)CC1
    i | i
74	COc1ccccc1C(c1nnnn1Cc1ccco1)N1CCN(c2cccc(C)c2C)CC1 (stereo not given)
    i | i
75	CCOc1ccc(NC(=O)CSc2nnc(C3CC3)n2N)cc1
    i | i
76	CN(C)CCCN(Cc1ccccc1)C(=S)Nc1ccc(SC(F)F)cc1
    i | i
77	CCC(C)NCCOCCOc1ccc(Cl)c2ccccc12 (stereo not given)
    i | i
78	Cc1ccc(/C=C/C(=O)NCc2cccs2)o1
    i | i
79	COc1cc(C2C(C(=O)OC(C)C)=C(C)Nc3ncnn32)cc(OC)c1OC (stereo not given)
    i | i
80	Cc1ccc2nc(N3CCN(C(=O)c4cccs4)CC3)c(C#N)cc2c1
    i | i
81	O=C(NCCc1cccs1)c1cccs1
    i | i
82	O=C(Nc1ncccc1Cl)c1cc2ccccc2o1
    i | i
83	O=C(O)c1ccc2c(c1)C(=O)N(c1cc(C(=O)O)ccc1Br)C2=O
    i | i
84	OC(CN1CCCCCC1)CN(c1ccccc1)c1ccccc1 (stereo not given)
    i | i
85	Cc1nn(C)c(C)c1S(=O)(=O)N(CC(=O)NCCCN1CC(C)CC(C)C1)c1ccc(C(C)C)cc1 (stereo not given)
    i | i
86	O=C(CSc1nc(-c2ccc(F)cc2)cc(C(F)(F)F)n1)NCc1cccs1
    i | i
87	O=C(Nc1ccc(C(=O)O)cc1)/C(=C\c1ccc2c(c1)OCO2)NC(=O)c1ccco1
    i | i
88	CCOc1ccc(S(=O)(=O)/N=C(/c2ccccc2)N(C)C)cc1
    i | i
89	COc1ccc(-c2cc(C(F)(F)F)nc(N3CCN(c4ccc(F)cc4)CC3)n2)cc1OC
    i | .
90	COc1ccc(NC(=O)CN(C)CC(=O)Nc2cccc(S(=O)(=O)N(C)c3ccccc3)c2)cc1
    i | i
91	CCOc1ccccc1N1CCN(c2nc3ccccc3nc2C(C#N)C(=O)OC)CC1 (stereo not given)
    i | i
92	CCCCn1c(NCc2ccccc2NS(=O)(=O)c2ccc(C)cc2)nc2ccccc21
    i | i
93	O=C(CN1C(=O)c2cccc3cccc1c23)NCc1ccc2c(c1)OCO2
    i | i
94	CC(Sc1nccn1C)C(=O)c1ccc(Br)cc1 (stereo not given)
    i | i
95	N#Cc1nc(-c2ccccc2Cl)oc1N1CCN(C(=O)c2ccco2)CC1
    i | i
96	CCNC(=O)CC1C(=O)N(c2ccc(F)cc2)C(=S)N1CCc1ccncc1 (stereo not given)
    i | i
97	FC(F)(F)c1ccc(N=Cc2sc(N3CCOCC3)nc2-c2ccccc2)cc1
    i | i
98	Cc1ccccc1OCC(=O)Nc1cccc(N(C)S(C)(=O)=O)c1
    i | i
99	CC1CCCc2sc3nc(NCc4ccco4)n4ncnc4c3c21 (stereo not given)
    i | i
100	COC(=O)CSc1nnc(C)n1-c1cccc(C#N)c1
    i | i
101	CC(C)OCC(O)CS(=O)(=O)Cc1ccccc1 (stereo not given)
    i | i
102	CC(=O)N1CCc2cc(S(=O)(=O)NCCC(=O)Nc3cccc(C)c3C)ccc21
    i | i
103	C/C=C/c1ccc(OCC(=O)N(C)CC(=O)Nc2ccc(F)cc2)c(OC)c1
    i | i
104	COc1ccccc1CNCC(=O)Nc1ccc(C#N)cc1
    i | i
105	O=C(COC(=O)Cn1cnc2ccccc21)Nc1cccc([N+](=O)[O-])c1
    i | i

Continuation:
Order of values – KCNQ2 inh | CHT block
106	N#CC(c1ccc(F)cc1)c1ccc(C(=O)c2ccccc2)cc1 (stereo not given)
    i | i
107	O=C(CC(NC(=O)c1ccccc1Cl)c1ccccc1)Nc1ccc2c(c1)OCO2 (stereo not given)
    i | i
108	COc1ccc(/C=C/C(=O)NCCc2ccc(S(N)(=O)=O)cc2)cc1
    i | i
109	O=C(NCC1CCCO1)C1CCCN(S(=O)(=O)c2cccc(C(F)(F)F)c2)C1 (stereo not given)
    i | i
110	C=CCN=C1CC(C)(C)C(C(=O)OC)C(O)=C1C(=O)CCC (stereo not given)
    i | i
111	Cc1ccc(CCNC(=O)C2CCN(c3nn4c(=O)cc(C)nc4s3)CC2)cc1
    i | i
112	CCN(CC)CCN(C(=O)C1=COCCO1)c1nc2cc(C)cc(C)c2s1
    i | -6*
113	Cc1ccc(NC(=O)CCN2CCOCC2)cc1C
    i | i
114	Cc1ccc(C(=O)N/C(=C\c2ccco2)C(=O)NCC2CCCO2)cc1C (stereo not given)
    i | i
115	Nc1ncnc2nc(SCCN3CCCCC3)[nH]c12
    i | i
116	COCCN(C(=O)COC(=O)CCCOc1ccc(OC)cc1)c1c(N)n(Cc2ccccc2)c(=O)[nH]c1=O
    i | i
117	CCCN1C(=O)/C(=C/c2cc(C)n(C)c2C)SC1=Nc1ccc(OC)cc1
    i | i
118	COc1ccc(-c2cc(C(=O)NCC3CCCO3)on2)cc1OC (stereo not given)
    i | i
119	CC(C)C[C@@H]1NC(=O)N(CCN2CCOCC2)C1=O
    i | i
120	CC(C)OCCCNC(=O)c1ccc(CN2CCc3ccccc3C2)cc1
    i | i
121	Cc1c(O)ccc2cc(S(=O)(=O)c3ccccc3)c(=O)oc12
    i | i
122	CCCCCSc1nncc(=O)[nH]1
    i | i

Reformatted as labelled records: part of the list above
114	Cc1ccc(C(=O)N/C(=C\c2ccco2)C(=O)NCC2CCCO2)cc1C (stereo not given)
- KCNQ2 inh: i
- CHT block: i

115	Nc1ncnc2nc(SCCN3CCCCC3)[nH]c12
- KCNQ2 inh: i
- CHT block: i

116	COCCN(C(=O)COC(=O)CCCOc1ccc(OC)cc1)c1c(N)n(Cc2ccccc2)c(=O)[nH]c1=O
- KCNQ2 inh: i
- CHT block: i

117	CCCN1C(=O)/C(=C/c2cc(C)n(C)c2C)SC1=Nc1ccc(OC)cc1
- KCNQ2 inh: i
- CHT block: i

Screening results as filed in PubChem BioAssay.
